Abeta yeast res: compounds reversing amyloid beta toxicity in yeast; yeast expressing A-beta42, growth rescue, OD600, 48 h; response scale: 0% DMSO, 100% iron-clioquinol control; Potency, µM (doses to about 46.1 µM), for inactives: top-dose growth rescue, hits mostly activators; 410,000 tested, 0.063% active; also: potency is read from the fitted curve at half-maximal effect; nearly all actives have a fitted effect of over 55% in size
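Yeast growth medium received pinned compounds, then yeast cells expressing toxic A-beta were added; plates incubated at 30 C for 48 hr. Growth read as absorbance at 600 nm, normalized to DMSO and equimolar FeCl3 plus clioquinol controls.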
PI5P4Ka inh: PI5P4K alpha (human) kinase inhibition. P48426. PI5P4Kalpha enzyme, ADP-Glo luminescence, 60 min; active compounds read low. max response, %. 330,000 tested, 1.2% active; active = max response of -50% or lower; inconclusive = between -30% and -50%; inactive = -30% or higher; also: value at the top dose of about 77 µM; % is scaled to controls: 0 for no effect and ±100 for the full control effect
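Luminescence from ADP-Glo served as readout of PI5P4Kalpha activity in a qHTS format. Reaction: enzyme, substrate, compound, ATP at 5 microM final, 60 min at RT.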
EPAC1 antagonist: EPAC1 (human) antagonism; O95398; EPAC1 GEF assay, Rap1b-BODIPY-GDP exchange fluorescence; Potency, µM (series often up to 115 µM), for inactives: at the highest dose activity change, negative = inhibition, hits mostly inhibitors; 360,000 tested, 0.14% active;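 also: potency is read from the fitted curve at half-maximal effect; plate controls were vehicle for no effect and positive control for full effect; nearly all actives have a fitted effect of over 50% in size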
Target sequence (O95398 whole entry, looked up): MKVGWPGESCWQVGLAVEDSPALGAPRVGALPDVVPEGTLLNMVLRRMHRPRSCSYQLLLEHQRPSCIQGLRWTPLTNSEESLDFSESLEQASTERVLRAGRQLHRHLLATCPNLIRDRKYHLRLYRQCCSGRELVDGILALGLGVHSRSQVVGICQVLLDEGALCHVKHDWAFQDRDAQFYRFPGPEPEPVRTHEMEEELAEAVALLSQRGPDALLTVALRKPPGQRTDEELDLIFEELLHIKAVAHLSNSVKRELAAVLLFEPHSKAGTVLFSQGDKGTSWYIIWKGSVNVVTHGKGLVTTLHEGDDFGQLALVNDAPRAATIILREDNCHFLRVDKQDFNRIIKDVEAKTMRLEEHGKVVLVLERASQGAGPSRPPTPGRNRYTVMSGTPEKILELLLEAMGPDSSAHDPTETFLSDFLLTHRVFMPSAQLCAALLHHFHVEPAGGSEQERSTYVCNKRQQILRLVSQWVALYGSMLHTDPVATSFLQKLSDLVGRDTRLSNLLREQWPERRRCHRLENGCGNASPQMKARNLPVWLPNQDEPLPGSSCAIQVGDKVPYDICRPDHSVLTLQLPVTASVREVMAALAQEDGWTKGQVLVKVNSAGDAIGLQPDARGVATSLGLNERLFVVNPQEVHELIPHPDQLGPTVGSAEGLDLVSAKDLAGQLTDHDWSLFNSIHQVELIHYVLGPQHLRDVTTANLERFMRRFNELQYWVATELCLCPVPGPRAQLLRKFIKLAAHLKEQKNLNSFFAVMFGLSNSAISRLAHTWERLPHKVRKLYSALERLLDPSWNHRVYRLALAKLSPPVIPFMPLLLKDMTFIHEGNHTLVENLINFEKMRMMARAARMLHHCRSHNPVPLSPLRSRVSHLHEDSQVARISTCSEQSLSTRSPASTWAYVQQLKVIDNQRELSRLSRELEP
IL2 activator: IL-2 activation; 360,000 tested, 0.065% active; IL-2 activation reporter assay, cell-based qHTS; stimulated with anti-CD3/CD4/CD28 beads; in transgenic mouse T cells; AID 652025; activation, % (series mostly up to about 46 µM); in the data active = activation above about 50%; inconclusive = mostly about 30% to 49%; also: 0% is about no effect
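Readout is EGFP and DsRed signal by fluorescent plate cytometry after 18 h at 37 degrees C. Transgenic mouse T cells (750/well) received compound for 60 min before bead stimulation (anti-CD3, anti-CD4, anti-CD28); memory T cells served as non-tolerant control.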
PLK1 PBD inh: blocks phosphopeptide binding to human PLK1 polo-box domain; 360,000 tested, 2.8% active; Potency, µM, for the others: max response, negative = inhibition, most hits filed as inhibitors; P53350; Plk1 PBD binding of FITC phosphopeptide, fluorescence polarization; also: potency is read from the fitted curve at half-maximal effect; series mostly up to about 57 µM; % is scaled to controls: 0 for no effect and ±100 for the full control effect; nearly all actives have a fitted effect of over 65% in size
WRN helicase inh: WRN helicase (human) inhibition; Q14191; WRN helicase unwinding, fluorescent forked duplex, kinetic; Potency, µM (doses to about 114 µM), inactives show at the highest dose activity change, negative = inhibition, most hits filed as inhibitors; 360,000 tested, 0.46% active; AID 651768; also: potency is read from the fitted curve at half-maximal effect; % is scaled to controls: 0 for no effect and ±100 for the full control effect; nearly all actives have a fitted effect of over 55% in size
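Kinetic fluorescence helicase assay: unwinding of a quenched forked DNA duplex (100 nM final) with 2 mM ATP final raises red fluorescence (525/598 nm). Compounds sat 15 min at room temperature with 20 nM WRN beforehand.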
EPAC1 ag: activates human EPAC1 exchange factor | 360,000 tested, 0.073% active | O95398 | AID 720707 | EPAC1 agonist qHTS, biochemical assay; response scale: 100% = response to 6.5 mM cAMP | Potency, µM (titrated, usually from 154 µM), for the others: top-dose activation, hits mostly activators; also: potency is read from the fitted curve at half-maximal effect; nearly all actives have a fitted effect of over 60% in size
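Fluorescent GDP-exchange assay: 100 nM EPAC1 with 250 nM Rap1B preloaded with BODIPY-GDP and 50 uM GDP; compounds tested as concentration series, 5 min at room temperature, then read every 5 min for 30 min (ex 480/em 540 nm); normalized to 6.5 mM cAMP.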
FUS suppressor: suppressors of FUS proteinopathy in yeast; S. cerevisiae FUS-expressing, growth rescue, OD600, 24 h; Potency, µM (series often up to 76.6 µM), for inactives: top-dose growth rescue (activation), actives largely listed as activators; 390,000 tested, 0.24% active; AID 1347120;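 also: potency is read from the fitted curve at half-maximal effect; plate controls were DMSO vehicle for no effect and reference control for full effect; nearly all actives have a fitted effect of over 55% in size; some results filed as inactive show a strong effect at the top dose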
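Restored growth of FUS-toxic S. cerevisiae, read as 600 nm absorbance after 24 h at 30C in galactose medium (starting OD 0.005). Controls CP55940 and DMSO.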
Starred values were filed as active, the others as inactive; & = joins results of further samples; ! = not confirmed by another sample; [ ] = another dose, or the depositor's remark. Unless noted, calls follow the shape of the dose curve; as a rule, active = well fitted curve in the direction sought with a large enough effect; inconclusive = small, poorly fitted or top-dose-only effect, or another doubt; inactive = no such curve, though single readings can be large; an effect the other way counts as inactive or inconclusive.

What do the screens show for `Cc1ccc(/C=N/Nc2ccnc3cc(Cl)ccc23)c(C)c1`?
Abeta yeast res: -52%[inhibitor]; PI5P4Ka inh: -82*; EPAC1 antagonist: -12%; IL2 activator: -3.7; PLK1 PBD inh: 27µM*; WRN helicase inh: -14%; EPAC1 ag: 2%; FUS suppressor: inconclusive

What do the screens show for `O=C(O)c1cccc(Nc2ncnc3c2cnn3-c2ccccc2)c1`?
Abeta yeast res: 14%; EPAC1 antagonist: -10%; IL2 activator: -0.5; PLK1 PBD inh: -6%; WRN helicase inh: -27%; EPAC1 ag: 12%; FUS suppressor: 37%

How did CCN(CC)C(=O)C1=C(C)N(Cc2ccc(C(C)(C)C)cc2)C(=O)C(CC(=O)NCc2cccs2)C1 (stereo not given) do in these assays?
Abeta yeast res: 8%; PI5P4Ka inh: -4; EPAC1 antagonist: inconclusive; IL2 activator: -3.3; PLK1 PBD inh: -9%; WRN helicase inh: 1%; EPAC1 ag: -26%; FUS suppressor: inconclusive

What do the screens show for `CN(c1ccc(OCC(=O)N2CCOCC2)cc1)S(=O)(=O)c1ccc(F)cc1`?
Abeta yeast res: -1%; PI5P4Ka inh: -2; EPAC1 antagonist: -5%; IL2 activator: -0.7; PLK1 PBD inh: -5%; WRN helicase inh: 2%; EPAC1 ag: 12%; FUS suppressor: 4%

What do the screens show for `CC(C)CNS(=O)(=O)c1cc(C(=O)OCC(=O)N(C)C2CCS(=O)(=O)C2)c(Cl)cc1Cl` (stereo not given)?
Abeta yeast res: 7%; PI5P4Ka inh: 2; EPAC1 antagonist: -21%; IL2 activator: 0.9; PLK1 PBD inh: -4%; WRN helicase inh: -4%; EPAC1 ag: 3%; FUS suppressor: 15%

How did CCC(=O)c1ccc(OCC(O)CN2CCc3ccccc3C2)cc1 (stereo not given) do in these assays?
Abeta yeast res: 11%; PI5P4Ka inh: 2; EPAC1 antagonist: -9%; IL2 activator: -1.7; PLK1 PBD inh: 0%; WRN helicase inh: 6%; EPAC1 ag: -1%; FUS suppressor: -6%

What do the screens show for `CSc1nnc(C)c(/C=C/Nc2ccc(Cl)cc2)n1`?
Abeta yeast res: -3%; PI5P4Ka inh: -4; EPAC1 antagonist: -8%; IL2 activator: -0.3; PLK1 PBD inh: inconclusive; WRN helicase inh: -19%; EPAC1 ag: 17%; FUS suppressor: 8%

How did CCCOC(=O)c1ccc(NC(=O)CSC2=Nc3ccccc3C3CC=NN23)cc1 (stereo not given) do in these assays?
Abeta yeast res: 1%; PI5P4Ka inh: 2; EPAC1 antagonist: -3%; IL2 activator: 1.2; PLK1 PBD inh: -9%; WRN helicase inh: -4%; EPAC1 ag: 2%; FUS suppressor: 17%

Results for CCc1c(C)c2ccc(OCC(=O)N(C)C)c(C)c2oc1=O ?
Abeta yeast res: -1%; EPAC1 antagonist: 8%; IL2 activator: -3.1; PLK1 PBD inh: 1%; WRN helicase inh: 2%; EPAC1 ag: 3%; FUS suppressor: 18%

What do the screens show for `COc1ccc(-c2noc(N3CCC(C(=O)NC(C)c4ccccc4)CC3)n2)cc1` (stereo not given)?
Abeta yeast res: -10%; PI5P4Ka inh: 0; EPAC1 antagonist: 2%; IL2 activator: -3.8; PLK1 PBD inh: -1%; WRN helicase inh: -1%; EPAC1 ag: -4%; FUS suppressor: 8%

Results for COc1ccccc1OCCn1cc(C#N)c2ccccc21 ?
Abeta yeast res: 28%; PI5P4Ka inh: -3; EPAC1 antagonist: -5%; IL2 activator: 0.7; PLK1 PBD inh: 0%; WRN helicase inh: -11%; EPAC1 ag: 3%; FUS suppressor: 3%

What do the screens show for `Cc1ccccc1-n1c(=O)n(Cc2ccc(C(=O)O)cc2)c(=O)c2[nH]cnc21`?
Abeta yeast res: -5%; PI5P4Ka inh: -14; EPAC1 antagonist: -8%; IL2 activator: -0.6; PLK1 PBD inh: 3%; WRN helicase inh: -9%; EPAC1 ag: -8%; FUS suppressor: 17%

What do the screens show for `CCOC(=O)CCC(NC(=O)c1cncc(O)c1)C(=O)OCC` (stereo not given)?
Abeta yeast res: -9%; PI5P4Ka inh: -6; EPAC1 antagonist: -8%; IL2 activator: -3.5; PLK1 PBD inh: 4%; WRN helicase inh: -1%; EPAC1 ag: 8%; FUS suppressor: 15%

What do the screens show for `Cc1cc(C)c(C#N)c(SCc2nnc(-c3ccccc3[N+](=O)[O-])o2)n1`?
Abeta yeast res: -3%; PI5P4Ka inh: 2; EPAC1 antagonist: 2%; IL2 activator: -0.9; PLK1 PBD inh: -4%; WRN helicase inh: -9%; EPAC1 ag: 1%; FUS suppressor: 22%

Results for CC(=O)Oc1ccc(N2C(=O)C3C(C2=O)C(C(=O)c2ccc(Cl)cc2)N2CCCC32)cc1 (stereo not given) ?
Abeta yeast res: -7%; PI5P4Ka inh: inconclusive; EPAC1 antagonist: -6%; IL2 activator: 0.5; PLK1 PBD inh: 24µM*; WRN helicase inh: -21%; EPAC1 ag: 7%; FUS suppressor: inconclusive

How did CCN(CC(=O)Nc1ccc(NC(C)=O)cc1)C(=O)C1CCN(C(=O)c2ccccc2C)CC1 do in these assays?
Abeta yeast res: -13%; PI5P4Ka inh: 4; EPAC1 antagonist: 11%; IL2 activator: -2.2; PLK1 PBD inh: -1%; WRN helicase inh: 1%; EPAC1 ag: 1%; FUS suppressor: 12%

What do the screens show for `Cc1ccc(N/N=C/c2ccc(N3CCOCC3)cc2)cc1C`?
Abeta yeast res: 14%; PI5P4Ka inh: 2; EPAC1 antagonist: -11%; IL2 activator: 0.7; PLK1 PBD inh: -14%; WRN helicase inh: -2%; EPAC1 ag: -15%; FUS suppressor: 18%

How did CCCCn1c(N)c(N(CC(C)C)C(=O)CSc2ccccc2C)c(=O)[nH]c1=O do in these assays?
Abeta yeast res: 33%; PI5P4Ka inh: -5; EPAC1 antagonist: -6%; IL2 activator: -1.5; PLK1 PBD inh: -24%; WRN helicase inh: -4%; EPAC1 ag: -8%; FUS suppressor: 19%

How did CC1(C)Cc2c(cnn2-c2ccccc2)C(NC(=O)C2(C(N)=O)CC2)C1 (stereo not given) do in these assays?
Abeta yeast res: 3%; PI5P4Ka inh: 2; EPAC1 antagonist: 3%; IL2 activator: -0.2; PLK1 PBD inh: 3%; WRN helicase inh: -4%; EPAC1 ag: -1%; FUS suppressor: 6%

Results for COc1ccc(O)c(C(=O)c2cc(C(=O)NCCc3ccccc3)c(=O)n(CCc3ccccc3)c2)c1 ?
Abeta yeast res: -6%; PI5P4Ka inh: -5; EPAC1 antagonist: -23%; IL2 activator: -0.1; PLK1 PBD inh: -11%; WRN helicase inh: -4%; EPAC1 ag: 2%

Results for COc1ccc(/C=N/NC(=O)c2ccncc2)cc1CN1CCOCC1 ?
Abeta yeast res: -7%; PI5P4Ka inh: -6; EPAC1 antagonist: 10%; IL2 activator: -1.8; PLK1 PBD inh: 2%; WRN helicase inh: 6%; EPAC1 ag: -3%; FUS suppressor: 1%

What do the screens show for `O=C(N/N=C/c1ccccc1[N+](=O)[O-])c1ccc2nc[nH]c2c1`?
Abeta yeast res: -13%; PI5P4Ka inh: 1; EPAC1 antagonist: -3%; IL2 activator: -0.7; PLK1 PBD inh: -6%; WRN helicase inh: 1%; EPAC1 ag: -3%; FUS suppressor: -12%

Results for Nc1ccc(NC(=O)c2cccc(C(=O)Nc3ccc(N)cc3Cl)c2)c(Cl)c1 ?
Abeta yeast res: -20%&-11%; PI5P4Ka inh: 2; EPAC1 antagonist: -1%; IL2 activator: -3.2; PLK1 PBD inh: -14%; WRN helicase inh: -4%; EPAC1 ag: -1%; FUS suppressor: 11µM*!

Results for CC(C)OP(=O)(OC(C)C)C(NC(=O)c1ccccc1)C(N)=O (stereo not given) ?
Abeta yeast res: 4%; PI5P4Ka inh: -8; EPAC1 antagonist: -22%; IL2 activator: 0.0; PLK1 PBD inh: -4%; WRN helicase inh: 9%; EPAC1 ag: 10%; FUS suppressor: 3%

What do the screens show for `Cc1ccc(OCc2cc(C(=O)N3CCc4sccc4C3)no2)cc1C`?
Abeta yeast res: 31%; PI5P4Ka inh: 2; EPAC1 antagonist: 0%; IL2 activator: 0.1; PLK1 PBD inh: -4%; WRN helicase inh: -18%; EPAC1 ag: -20%; FUS suppressor: 15%

How did Cn1cc([N+](=O)[O-])c(C(=O)NCc2cc3cc(Cl)ccc3[nH]2)n1 do in these assays?
Abeta yeast res: -1%; PI5P4Ka inh: 0; EPAC1 antagonist: 5%; IL2 activator: -0.6; PLK1 PBD inh: 4%; WRN helicase inh: 5%; EPAC1 ag: -7%; FUS suppressor: 6%

What do the screens show for `N#CC1=C(N)Oc2cc(O)c(Cl)cc2C1c1cccnc1` (stereo not given)?
Abeta yeast res: -23%; PI5P4Ka inh: -52*; EPAC1 antagonist: -22%; IL2 activator: 2.7; PLK1 PBD inh: -28%; WRN helicase inh: 5%; EPAC1 ag: -5%; FUS suppressor: 6%

Results for Cc1nnc(SCc2nc3sc4c(c3c(=O)[nH]2)CCCC4)n(N)c1=O ?
Abeta yeast res: -13%; PI5P4Ka inh: -8; EPAC1 antagonist: -8%; IL2 activator: 0.9; PLK1 PBD inh: -22%; WRN helicase inh: -29%; EPAC1 ag: 6%; FUS suppressor: 33%

Reprinted at random: three entries already listed
How did CCCCn1c(N)c(N(CC(C)C)C(=O)CSc2ccccc2C)c(=O)[nH]c1=O do in these assays?
Abeta yeast res: 33%; PI5P4Ka inh: -5; EPAC1 antagonist: -6%; IL2 activator: -1.5; PLK1 PBD inh: -24%; WRN helicase inh: -4%; EPAC1 ag: -8%; FUS suppressor: 19%

What do the screens show for `Cc1ccc(N/N=C/c2ccc(N3CCOCC3)cc2)cc1C`?
Abeta yeast res: 14%; PI5P4Ka inh: 2; EPAC1 antagonist: -11%; IL2 activator: 0.7; PLK1 PBD inh: -14%; WRN helicase inh: -2%; EPAC1 ag: -15%; FUS suppressor: 18%

Results for Cc1nnc(SCc2nc3sc4c(c3c(=O)[nH]2)CCCC4)n(N)c1=O ?
Abeta yeast res: -13%; PI5P4Ka inh: -8; EPAC1 antagonist: -8%; IL2 activator: 0.9; PLK1 PBD inh: -22%; WRN helicase inh: -29%; EPAC1 ag: 6%; FUS suppressor: 33%
